PPARg SRC3 recr – agonists of human PPARgamma SRC-3 coactivator recruitment. 0.26% of 200,000 active. biochemical PPARgamma/SRC-3 coactivator recruitment assay. activation, % at 8 µM. AID 731; in the data active means activation above about 23%;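 further: 0% = DMSO and 100% = reference agonist; some compounds past the cut are filed as inactive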
Target sequence (P37231 whole entry, looked up): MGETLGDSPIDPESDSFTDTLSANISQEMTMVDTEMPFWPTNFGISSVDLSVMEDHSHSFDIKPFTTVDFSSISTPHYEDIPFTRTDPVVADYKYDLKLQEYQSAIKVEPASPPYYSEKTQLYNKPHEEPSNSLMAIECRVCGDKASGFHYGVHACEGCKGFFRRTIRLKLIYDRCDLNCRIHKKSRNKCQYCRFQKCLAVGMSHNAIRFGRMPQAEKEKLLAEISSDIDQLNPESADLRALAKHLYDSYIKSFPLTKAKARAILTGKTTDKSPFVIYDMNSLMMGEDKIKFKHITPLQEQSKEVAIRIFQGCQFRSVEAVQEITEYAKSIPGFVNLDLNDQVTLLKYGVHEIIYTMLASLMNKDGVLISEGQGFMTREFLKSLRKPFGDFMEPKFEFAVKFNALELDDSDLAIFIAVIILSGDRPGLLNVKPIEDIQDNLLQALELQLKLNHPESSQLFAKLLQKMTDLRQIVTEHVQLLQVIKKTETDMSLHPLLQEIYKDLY
Efa HMGR inh – E. faecalis class II HMG-CoA reductase inhibition; purified E. faecalis HMGR, NADPH absorbance 340 nm kinetic; inhibition, % at 10 µM; 0.41% of 190,000 active;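 active means inhibition above a set limit, the median over all tested compounds plus 3 SD, cut at about 9.5% in these data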;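 further: enzyme runs in reverse so mevalonate oxidation gives rising NADPH absorbance; 0% = complete reaction with DMSO and 100% = background rate lacking mevalonate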
PPARg SRC-1 ag – PPARgamma-driven SRC-1 recruitment agonism. P37231. PPARgamma-SRC-1 coactivator recruitment biochemical assay. activation, % at 8 µM. 0.41% of 200,000 active. AID 631; in the data active means activation above about 19%;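 further: 0% = DMSO and 100% = reference agonist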
S1P3 antagonist – S1P3 (human) receptor antagonism. inhibition, % at 4.98 µM. CHO S1P3 NFAT-BLA reporter, FRET fluorescence, antagonist mode. 0.27% of 170,000 active. AID 485. Q99500;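 active means inhibition above the plate cutoff, the mean inhibition of test wells on that plate plus 3 SD, cut at about 28% in these data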;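 further: cells challenged with S1P at its EC80 of 0.8 µM; blue over green emission ratio from cleaved BLA substrate after 4 h stimulation; 0% = S1P-stimulated wells and 100% = unstimulated DMSO-only wells; some compounds past the cut are filed as inactive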
PPARg SRC2 recr – promotes SRC-2 coactivator recruitment by human PPARgamma; AID 1032; activation, % at 8 µM; P37231; PPARgamma LBD-SRC-2 recruitment, biochemical; 0.34% of 200,000 active; in the data active means activation above about 22%;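 further: 0% = vehicle and 100% = reference agonist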
bIAP inhibitor – intestinal alkaline phosphatase (bovine) inhibition. purified bovine IAP, CDP-star luminescence, 30 min. inhibition, % at 20 µM. 190,000 tested, under 10 active. AID 1019;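 active means over 50% inhibition of intestinal alkaline phosphatase at 20 µM in the single-dose screen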
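Assay system: bovine IAP enzyme; medium: DEA buffer 100 mM, pH 9.8, with MgCl2 1.0 mM, ZnCl2 0.02 mM; doses: 20 µM single dose; incubation: enzyme reaction for 30 min at room temperature; detection: CDP-star luminescence signal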
SRC2 TRFRET art – TR-FRET artefact, counter-screen to PPARgamma/SRC-2 agonist assay; hits give high values; TR-FRET ratio at 8 µM; 0.4% of 200,000 active; AID 1049; in the data active means TR-FRET ratio above about 2000; further: inactives centre near 1500; reference of the scale not given here
L major viab – reduces viability of Leishmania major promastigotes | resazurin fluorescence viability | inhibition, % at 10 µM | 9% of 200,000 active | AID 1063; in the data active means inhibition above about 50%;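 further: promastigotes grown with compound for 44 hours at 28 °C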
ROMK primary – modulators of human ROMK potassium channel; Tet-inducible ROMK, thallium flux fluorescence; actives lie on both sides; B-score at 10 µM; 2% of 130,000 active;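 active means signal ratio slope over the read window, or its plate-corrected B-score, at least 3 SD from the plate mean, either direction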;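 further: B-score of the F/F0 ratio slope over 7 to 12 s after thallium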
Target sequence (P48048 whole entry, looked up): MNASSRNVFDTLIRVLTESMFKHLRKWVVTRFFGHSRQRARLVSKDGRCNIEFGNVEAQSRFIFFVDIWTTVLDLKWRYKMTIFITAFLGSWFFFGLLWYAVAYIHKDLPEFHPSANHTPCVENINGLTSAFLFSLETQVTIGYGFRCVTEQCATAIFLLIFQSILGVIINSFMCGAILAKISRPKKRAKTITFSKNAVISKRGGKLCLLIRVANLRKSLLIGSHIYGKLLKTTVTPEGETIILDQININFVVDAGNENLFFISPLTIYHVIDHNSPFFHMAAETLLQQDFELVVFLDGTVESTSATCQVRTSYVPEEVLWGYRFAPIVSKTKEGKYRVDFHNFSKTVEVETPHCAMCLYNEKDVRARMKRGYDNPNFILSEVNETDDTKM
Redox H2O2 prof – compounds producing H2O2 with reducing agent – biochemical, NIH compound library profiling, artefact control for MLSCN library redox annotation, primary screen; DTT-dependent redox cycling H2O2, phenol red/HRP absorbance; 100% = 100 µM peroxide control, 0% = buffer; activation, % at 10 µM; 0.03% of 200,000 active; AID 878;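 active means activation of at least 50% relative to the plate's high and low controls in the primary single-dose screen; inactive means activation below 50%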;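 further: compound incubated with DTT at 0.8 mM final as the reducing agent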
RAM inhibit – inhibitors of the yeast RAM network. inhibition, % at 50 µM. S. cerevisiae dse1pr::URA3 reporter, 5-FOA growth OD615, 2 d; analog-sensitive cbk1-as2 kinase mutant strain. 1.8% of 190,000 active;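 active means inhibition above a set limit, 3 SD over mean compound inhibition, cut at about 8.4% in these data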;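 further: 0% = DMSO-only wells with no growth and 100% = 10 µM 1-NA-PP1 full growth; inhibition rescues growth on 5-FOA so higher OD means more RAM inhibition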
Starred values were filed as active, the others as inactive; x = no result given. An unsorted share of the library. About 13% of those tested had a hit in this group.

SMILES	PPARg SRC3 recr	Efa HMGR inh	PPARg SRC-1 ag	S1P3 antagonist	PPARg SRC2 recr	bIAP inhibitor	SRC2 TRFRET art	L major viab	ROMK primary	Redox H2O2 prof	RAM inhibit
c1ccc(Cc2nn3c(Cn4cnc5ccccc54)nnc3s2)cc1	-1	-10	4	-3	-8	3	1642	14	x	1.6	2.8
CN(C)c1ccc(C(c2nnnn2C(C)(C)C)N2CCc3ccccc3C2)cc1 (centres undefined)	1	-4	7	2	1	1	1600	-8	-0.48	-0.3	3.9
O=C(O)c1ccc(-n2cccc2)cc1O	2	-3	3	x	7	10	1582	-9	x	-2.1	-1.3
COc1ccc(C(=O)Nc2ccc(C)cc2C(=O)c2ccccc2)c(OC)c1	-1	-5	-5	3	-2	6	1481	21	-0.86	0.6	5.0
COc1ccc(OC)c(NS(=O)(=O)c2cc(OC)ccc2OC)c1	-14	-2	2	40	-2	8	1524	87*	x	-3.3	1.1
CCN(CC)S(=O)(=O)c1ccc2nc(COC(=O)c3n[nH]c4ccccc34)[nH]c2c1	9	1	4	1	9	-38	1692	-1	x	-0.1	1.7
CN(C)S(=O)(=O)c1cccc(C(=O)N2CCN(Cc3ccccc3)CC2)c1	0	-1	-5	4	-8	8	1279	12	x	0.0	2.3
C/C(=N\NC(=O)Cn1nnc2ccccc21)c1ccco1	3	-4	12	-4	10	-2	1809	-1	0.49	-1.2	1.0
COC(=O)c1ccc2c(=O)n(CCCCCC(=O)NCc3ccccc3)c(=O)[nH]c2c1	12	-5	8	x	8	0	1675	-5	-0.24	0.0	0.3
Cc1ccc2c(Cn3cc(C(F)(F)F)cc(Cl)c3=O)cc(=O)oc2c1	-1	-3	0	-8	-1	15	1443	52*	x	0.3	1.6
COC(=O)c1cc(Br)c(=O)n(Cc2ccc(OC)c(OC)c2)c1	-9	2	-4	6	3	10	1613	-2	x	-1.6	0.7
CCN1CCCC1CNC(=O)C(=O)NC(C)C (centres undefined)	1	0	3	-11	3	0	1485	-2	0.33	0.2	3.8
COc1ccc2nc(N(CCN(C)C)C(=O)/C=C/c3cccs3)sc2c1	-1	-6	11	0	3	18	1410	47	0.76	0.2	0.2
COc1ccc2nc3sc(C(=O)NCCCN4CCc5ccccc5C4)cc3cc2c1	4	-5	4	-5	1	6	1691	100*	-0.21	-0.1	1.2
COc1cc(-c2nnn(CC(=O)NC3CCS(=O)(=O)C3)n2)ccc1OCc1ccccc1 (centres undefined)	14	-3	-2	-12	2	8	1412	9	x	-0.1	-0.1
Cc1c(C(=O)O)oc2ccc(S(=O)(=O)N3CCC(C)CC3)cc12	5	-4	7	-9	0	-5	1724	-6	-0.086	-0.5	4.5
Cc1ccc(CNC(=O)COc2ccc(C(=O)c3ccc(F)cc3)cc2)cc1	-2	-6	39*	-2	5	12	1529	-7	x	0.3	4.8
COc1cc([N+](=O)[O-])ccc1NC(=O)CCCOc1ccccc1	-1	-2	1	x	7	12	1674	0	-0.41	1.5	2.2
CC(=O)c1ccc(NC(=O)C2CCCN2S(=O)(=O)c2ccc(C)cc2)cc1 (centres undefined)	-2	5	-6	-14	1	15	1572	-5	x	-2.3	1.0
CC(C)CNC(=O)c1cccc(NC(=O)c2ccc(Cl)c([N+](=O)[O-])c2)c1	-3	2	1	3	10	39	1567	39	x	-0.3	1.2

Three entries out of the list, ordered by molecular weight, high to low.
SMILES	PPARg SRC3 recr	Efa HMGR inh	PPARg SRC-1 ag	S1P3 antagonist	PPARg SRC2 recr	bIAP inhibitor	SRC2 TRFRET art	L major viab	ROMK primary	Redox H2O2 prof	RAM inhibit
COC(=O)c1ccc2c(=O)n(CCCCCC(=O)NCc3ccccc3)c(=O)[nH]c2c1	12	-5	8	x	8	0	1675	-5	-0.24	0.0	0.3
Cc1ccc(CNC(=O)COc2ccc(C(=O)c3ccc(F)cc3)cc2)cc1	-2	-6	39*	-2	5	12	1529	-7	x	0.3	4.8
Cc1ccc2c(Cn3cc(C(F)(F)F)cc(Cl)c3=O)cc(=O)oc2c1	-1	-3	0	-8	-1	15	1443	52*	x	0.3	1.6

Fetched by structure from the list above (7):
SMILES	PPARg SRC3 recr	Efa HMGR inh	PPARg SRC-1 ag	S1P3 antagonist	PPARg SRC2 recr	bIAP inhibitor	SRC2 TRFRET art	L major viab	ROMK primary	Redox H2O2 prof	RAM inhibit
COc1cc([N+](=O)[O-])ccc1NC(=O)CCCOc1ccccc1	-1	-2	1	x	7	12	1674	0	-0.41	1.5	2.2
C/C(=N\NC(=O)Cn1nnc2ccccc21)c1ccco1	3	-4	12	-4	10	-2	1809	-1	0.49	-1.2	1.0
Cc1c(C(=O)O)oc2ccc(S(=O)(=O)N3CCC(C)CC3)cc12	5	-4	7	-9	0	-5	1724	-6	-0.086	-0.5	4.5
c1ccc(Cc2nn3c(Cn4cnc5ccccc54)nnc3s2)cc1	-1	-10	4	-3	-8	3	1642	14	x	1.6	2.8
COc1ccc2nc3sc(C(=O)NCCCN4CCc5ccccc5C4)cc3cc2c1	4	-5	4	-5	1	6	1691	100*	-0.21	-0.1	1.2
CN(C)c1ccc(C(c2nnnn2C(C)(C)C)N2CCc3ccccc3C2)cc1 (centres undefined)	1	-4	7	2	1	1	1600	-8	-0.48	-0.3	3.9
CCN(CC)S(=O)(=O)c1ccc2nc(COC(=O)c3n[nH]c4ccccc34)[nH]c2c1	9	1	4	1	9	-38	1692	-1	x	-0.1	1.7

Continuation.
SMILES	PPARg SRC3 recr	Efa HMGR inh	PPARg SRC-1 ag	S1P3 antagonist	PPARg SRC2 recr	bIAP inhibitor	SRC2 TRFRET art	L major viab	ROMK primary	Redox H2O2 prof	RAM inhibit
O=C(Nc1nnc(SCc2ccc(F)cc2)s1)c1ccc2ncsc2c1	5	0	-5	-5	-1	11	1478	10	1.8	-0.3	4.1
FC(F)(F)c1ccc(N2CCN(Cc3ccc4c(c3)OCO4)CC2)nc1	0	0	4	3	7	5	1530	0	-0.93	-0.3	0.5
O=c1cc(O)c2ccc(O)cc2o1	2	1	-1	-4	-4	1	1302	-13	x	0.1	1.1
O=C1NC(=Nc2ccccc2)S/C1=C\c1cccn1-c1ccccc1	2	1	1	x	7	-4	1694	15	0.61	0.3	4.4
Cc1cc(C)c(S(=O)(=O)NCCOc2ccccc2)c(C)c1-n1cnnn1	3	0	-2	4	9	22	1604	9	1.8	0.9	1.4
Cc1ccnc(NS(=O)(=O)c2ccc(NC(=O)CSc3nc(-c4ccccc4)cc(=O)[nH]3)cc2)n1	-1	1	-6	1	9	-4	1687	94*	-0.27	0.3	7.8
CC12CCC(C(=O)NNc3ccc([N+](=O)[O-])cc3)(CC1=O)C2(C)C (centres undefined)	2	4	4	16	-3	-59	1628	0	x	-0.1	-0.1
O=C(CSc1nnc(CNC(=O)c2ccccc2F)o1)c1ccccc1	-1	-3	-4	x	4	11	1619	0	0.95	-0.1	-0.1
COc1ccc(C(=O)NCc2ccccc2)cc1S(=O)(=O)N1CCCc2ccccc21	-2	-7	-8	x	-5	8	1447	61*	-1.9	2.5	4.5
O=C(Nc1ccc2c(c1)OCO2)c1ccc(Br)c(S(=O)(=O)N2CCCC2)c1	-19	-1	-1	18	5	32	1402	3	-2.9*	1.1	2.8
CC1Cc2ccccc2N1C(=O)CSc1nc(N)cc(=O)[nH]1 (centres undefined)	-11	0	-2	x	-4	16	1409	-4	-0.77	0.0	1.1
C/C(CC(=O)N1CCN(C=O)CC1)=N\NC(=O)c1cc2ccccc2cc1O	-3	0	-2	-10	-8	-8	1613	10	0.026	0.8	2.0
CCc1ccc(NC(=S)N(Cc2cccc(Br)c2)CC2CCC(C(=O)O)CC2)cc1 (centres undefined)	0	-1	9	-3	10	-22	1621	2	2.2	-1.0	5.3
CCN(Cc1ccncc1)C(=O)c1ccccc1NS(=O)(=O)c1ccc(F)cc1	-6	-3	6	-15	-6	-26	1390	-9	0.085	-0.4	1.5
Cc1ccc(/C=C2\NC(=S)NC2=O)cc1[N+](=O)[O-]	4	-1	-2	-16	6	2	1530	4	-1.9	-1.7	2.6
CCOc1ccccc1NC(=O)C(OC(=O)c1ccccc1O)c1ccccc1 (centres undefined)	-1	-2	5	-13	10	16	1346	6	0.23	-0.5	8.9*
CC(C)[C@@H]1CC[C@@H](C)c2c(-c3ccccc3)n[nH]c21	-7	-1	-1	x	-6	20	1412	18	0.58	-5.0	-1.6
O=C(CCN1CCCCCC1)c1ccccc1	-2	3	-3	x	-12	21	1313	88*	x	7.3	1.4
O=C1CC(/C=C/c2ccccn2)=Nc2ccccc2N1	3	-2	7	-24	14	4	1671	82*	0.64	0.1	0.2
CCCOC(=O)c1ccc(NC(=O)CCOc2ccccc2)cc1	-2	-3	0	x	4	33	1833	31	-0.11	0.1	-0.5
Cc1ccccc1CN1CCc2c(OCC(=O)N3CCCc4ccccc43)cccc2C1=O	2	-8	5	3	10	-1	1631	96*	-0.99	-0.3	6.0
Cc1cc(C)n2ncc(S(=O)(=O)c3ccccc3)c2n1	3	-8	1	-28	-7	-3	1579	-5	-0.34	-1.8	-0.4
CCOc1ncccc1C(=O)OC(C)C(=O)NC(=O)NC1CCCCC1 (centres undefined)	4	-9	2	11	9	-2	1503	25	1	-2.2	-0.5
CCN1C2=C(C(=O)CCC2)C(c2ccc(O)c(Br)c2)C2=C1CCCC2=O	-8	-12	2	-32	6	4	1333	-4	x	2.0	0.3
O=C(Nc1ccccc1C(F)(F)F)N1CCC(n2c(=O)[nH]c3ccccc32)CC1	12	-2	5	-1	2	10	1708	4	x	0.4	-0.2
Cc1cccc(NC(=O)/C(=C\c2ccc([N+](=O)[O-])o2)NC(=O)c2ccc(Cl)cc2)c1	-4	2	-4	-18	-2	-2	1489	0	-0.11	0.1	6.1
Cc1ccc(NC(=O)CCCC(=O)O)c(Br)c1	-1	-5	11	-19	3	0	1628	-5	x	-2.7	-0.3
Cc1cc(C)n2nc(CC(=O)NC3CCCCCC3)nc2n1	0	3	-2	x	-1	2	1430	-3	x	1.5	2.2
COc1cccc(CNC(=O)c2ccccc2N)c1	-1	-6	3	17	2	14	1561	0	x	2.3	1.3
CCCCn1nc2cc(C(=O)NC[C@@H]3CCCO3)ccc2c1OCC	-4	0	-6	x	4	3	1410	-4	x	-3.8	0.1
CC1SC(c2ccccc2)N(CC(O)c2ccc([N+](=O)[O-])cc2)C1=O (centres undefined)	3	-5	12	18	2	-4	1491	2	-0.49	-1.6	0.4
Cc1cccc(OCCCC(=O)Nc2ccc(S(=O)(=O)Nc3onc(C)c3C)cc2)c1C	2	1	-6	6	2	-2	1434	-7	x	-0.8	1.5

Source: PubChem BioAssay (several laboratories)
